Screens deposited in PubChem by National Center for Advancing Translational Sciences (NCATS).
Shiga inhibitor = inhibitors of Shiga toxin in Vero cells; Vero cells, Shiga toxin protein synthesis inhibition reporter; inhibition, % at 38.7 µM; 290,000 tested, 9.2% active; AID 2315; in the data active = inhibition mostly above about 28%, no sharp cut-off; inactive = mostly below about 43%; note: 0% is about no effect
HCV inhibitor = blocks hepatitis C virus | 340,000 tested, 3.4% active | Huh7.5.1 HCVcc-Cre infection, luciferase reporter, 44 h | Potency, µM (top dose mostly 41.8 µM), for the others: at the highest dose activity change, negative = inhibition, hits mostly inhibitors | AID 651820; note: potency is the fitted concentration of half-maximal effect; % is set by controls: 0 for no effect and ±100 for the full control effect
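Reporter virus HCVcc-Cre (~0.5 moi) infects cells exposed to compound; seeding density 1,000 cells/well with 4 h settling beforehand. Luminescence, 15 sec read, taken 44 h post-infection following a 15 min RT substrate incubation.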
Tb PYK inh = inhibitors of Trypanosoma brucei pyruvate kinase; TbPYK enzyme, Kinase-Glo Plus ATP luminescence, 45 min; Potency, µM (top dose mostly 76.8 µM), inactives show at the highest dose activity, negative = inhibition, usual class: inhibitors; 410,000 tested, 0.12% active; AID 624173; note: potency is the fitted concentration of half-maximal effect; % is set by controls: 0 for no effect and ±100 for the full control effect; nearly all actives have a fitted effect of over 50% in size
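Quantitative HTS: titrated library compounds versus trypanosomal pyruvate kinase in TEA buffer (pH 7.2) containing KCl, MgCl2, BSA and Tween-20. Reactions were initiated with ADP, 130 uM final. Kinase-Glo Plus luminescence was read after 45 min at RT.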
LmPK inh = inhibitors of Leishmania mexicana pyruvate kinase. Potency, µM (titrated, usually from 57.5 µM), inactives show at the top dose activity change, negative = inhibition, most hits filed as inhibitors. purified LmPK, Kinase-Glo ATP luminescence, 1 h. AID 1721. 290,000 tested, 0.37% active. Q27686; note: potency is the fitted concentration of half-maximal effect; % is set by controls: 0 for no effect and ±100 for the full control effect
Target sequence (Q27686 whole entry, looked up): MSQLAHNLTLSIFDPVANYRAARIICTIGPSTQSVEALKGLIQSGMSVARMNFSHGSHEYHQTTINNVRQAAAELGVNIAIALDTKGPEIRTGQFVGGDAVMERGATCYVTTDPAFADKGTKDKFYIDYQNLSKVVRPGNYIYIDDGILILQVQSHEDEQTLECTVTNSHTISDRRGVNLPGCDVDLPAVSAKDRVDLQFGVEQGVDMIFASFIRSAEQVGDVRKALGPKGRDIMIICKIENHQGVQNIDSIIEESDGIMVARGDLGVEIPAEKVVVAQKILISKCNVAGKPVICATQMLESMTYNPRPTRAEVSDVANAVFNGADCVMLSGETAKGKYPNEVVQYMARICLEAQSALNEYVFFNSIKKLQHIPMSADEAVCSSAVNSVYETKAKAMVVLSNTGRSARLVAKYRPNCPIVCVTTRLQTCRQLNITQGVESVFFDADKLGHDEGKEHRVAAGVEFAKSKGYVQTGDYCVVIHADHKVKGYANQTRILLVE
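ATP generated from ADP (0.1 mM) and PEP (0.5 mM) by 0.1 nM LmPK over 1 h at room temperature (pH 7.2 imidazole buffer) was detected by coupled luciferase luminescence. Values were normalized to uninhibited and no-enzyme wells.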
Pf growth 96h = P. falciparum growth inhibition at 96 hour, primary screen for plastid delayed-death inhibitors | P. falciparum luciferase reporter growth, 96 h | 320,000 tested, 6.9% active | AID 504834 | Potency, µM (highest dose often 28.7 µM), for the others: at the highest dose activity change, negative = inhibition, usual class: inhibitors; note: potency is the fitted concentration of half-maximal effect; % is set by controls: 0 for no effect and ±100 for the full control effect
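Cell-based qHTS: luciferase-tagged P. falciparum in erythrocytes (2% hematocrit, 0.05% parasitemia final) incubated with compounds for 96 hours, 37 C, 5% CO2; luciferase detection reagent then added and luminescence measured.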
Pf growth 48h = inhibits P. falciparum growth in the first generation, 48 h; P. falciparum luciferase growth in erythrocytes, 48 h; Potency, µM (titrated, usually from 28.7 µM), for inactives: top-dose activity change, negative = inhibition, hits mostly inhibitors; 310,000 tested, 5.9% active; AID 504832; note: potency is the fitted concentration of half-maximal effect; % is set by controls: 0 for no effect and ±100 for the full control effect
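Luciferase-expressing parasites in RBCs, 2% Hct / 0.1% parasitemia final; RPMI 1640 + 0.5% Albumax; 37 C, 5% CO2, one generation; luminescence read-out, lower signal = inhibition.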
Cycloheximide cs = affects cycloheximide protein synthesis inhibition readout, counter-screen. cell reporter, cycloheximide protein synthesis inhibition counterscreen. max response, %. 300,000 tested, 12% active. AID 2314; in the data active = max response mostly above about 13%, no sharp cut-off; inactive = mostly below about 14%; note: read at 38.3 µM for the half of the compounds with a filed dose; 0% is about no effect
An asterisk follows results filed as active; ? = inconclusive; · = no result given; & = joins results of further samples; [ ] = dose if it differs, or a comment. Unless noted, calls come from the whole dose curve; as a rule, active = well fitted curve in the direction sought with a large enough effect; inconclusive = small, poorly fitted or top-dose-only effect, or another doubt; inactive = no such curve, though single readings can be large; an effect the other way counts as inactive or inconclusive. Rows were taken by chance (roughly 24% active in at least one column).

SMILES	Shiga inhibitor	HCV inhibitor	Tb PYK inh	LmPK inh	Pf growth 96h	Pf growth 48h	Cycloheximide cs
CCN(CCNC(=O)C1=C(C)C(=O)OC12CCC(C)CC2)c1ccccc1 (configuration not stated)	26	-23%	1%	-1%	-21%	-1%	3
Cc1c(OC(C)C(=O)NCc2ccncc2)ccc2c3c(c(=O)oc12)CCCC3 (configuration not stated)	-3	?	0%	-11%	9.3µM*	?	-1
CN1CCN(c2nc(Nc3cccc(C(F)(F)F)c3)nc(N3CCOCC3)n2)CC1	-7	?	6%	4%	0%	2.1µM*	-3
Cc1ccc(NC(=O)CN2C(=O)S/C(=C\c3cc(C)n(-c4cccc(C(=O)O)c4)c3C)C2=O)cc1	-1	-19%	-4%	2%	-18%	3%	0
CCCCOc1ccc(NC(=O)CSc2cccc3cccnc23)cc1	-8	6%	0%	8%	3%	-10%	-3
Oc1ccc(NCc2ccc(OCc3ccccc3)cc2)cc1	153*	-23%	?	0%	3%	1%[0.00184 µM]	50*
Cc1ccc(NC(=O)C(C)Sc2nnc(-c3cccnc3)o2)cc1 (configuration not stated)	3	11%	3%	-6%	275%[activator]	79%[activator]	-2
O=C(COC(=O)C1=COCCO1)NCc1ccc(F)cc1	-7	4%	5%	-5%	37%[activator]	?	-3
COc1ccc([N+](=O)[O-])cc1NC(=O)C(C)OC(=O)c1ccccn1 (configuration not stated)	9	-2%	-5%	-1%	6%	13%	-1
Fc1ccc(COc2ccccc2CNCc2ccncc2)cc1	-11	?	1%	-3%	?	?	-2
COc1ccc2c(c1)-c1c(ssc1=S)C(C)(C)N2S(=O)(=O)c1ccc(C)cc1	6	?	-1%	2%	?	?	-3
Cc1cc(S(=O)(=O)ON2C(=O)c3ccccc3C2=O)ccc1F	-3	2%	0%	?	19%	30%	-5
CCCCc1nc2cc(C(=O)N3CCCC(COC)C3)ccc2o1 (configuration not stated)	73*	8%	10%	2%	?	41%[activator]	63*
COc1ccc(NC(=O)CN(C)C(=O)CCC2CCCC2)cc1	-15	-7%	1%	-9%	-4%	13%	-2
C/C(=N\Nc1cccc2cccnc12)c1ccc(N)cc1	119*	-12%	1%	0%	41%[activator]	144%[activator]	36*
COc1ccc(OC)c(NC(=O)CNC(c2ccccc2)c2ccccc2)c1	18	?	1%	-2%	9.3µM*	12µM*	5
CCOC(=O)c1sc2ncnc(N3CCN(C(=O)OCC)CC3)c2c1C	-9	-30%	-2%	7%	6%	?	-3
COc1ccc2c(c1)c1nc3ccccc3nc1n2Cc1ccc(OC(C)C)c(OC)c1	-7	26%	-5%	7%	?	12µM*	-4
CCOc1ccccc1/C=N/NC(=O)CSc1n[nH]c(=O)[nH]c1=O	-7	13%	0%	0%	?	9%	-7
CCC1CCC2(CC1)NC(=O)N(CC(=O)c1c(C)[nH]c3ccccc13)C2=O (configuration not stated)	-2	7%	2%	1%	?	?	-2
Cc1cc(C(=O)Nc2ccc(Cl)cc2)c(C)n1Cc1cccs1	95*	-21%	-8%	-3%	9%	228%[activator]	67*
O=C(COC(=O)Cc1ccccc1)Nc1ccc(SC(F)F)cc1	8	4%	-2%	-2%	22%	1%	11
Cc1nn(Cc2ccccc2Cl)c(C)c1NC(=O)NC12CC3CC(CC(C3)C1)C2	12	?	2%	1%	?	?	2
CCOC(=O)c1sc(NC(=O)c2ccc(S(=O)(=O)N(C)C)cc2)nc1C	27	-2%	3%	4%	·	?	-3
CCOC(=O)CSc1nnc(CNC(=O)c2cccs2)n1Cc1ccccc1	20	3%	0%	1%	189%[activator]	-6%	20

In another format: results already given.
Molecule | Shiga inhibitor | HCV inhibitor | Tb PYK inh | LmPK inh | Pf growth 96h | Pf growth 48h | Cycloheximide cs
Cc1ccc(NC(=O)CN2C(=O)S/C(=C\c3cc(C)n(-c4cccc(C(=O)O)c4)c3C)C2=O)cc1 | -1 | -19% | -4% | 2% | -18% | 3% | 0
CN1CCN(c2nc(Nc3cccc(C(F)(F)F)c3)nc(N3CCOCC3)n2)CC1 | -7 | ? | 6% | 4% | 0% | 2.1µM* | -3
Oc1ccc(NCc2ccc(OCc3ccccc3)cc2)cc1 | 153* | -23% | ? | 0% | 3% | 1%[0.00184 µM] | 50*
Cc1nn(Cc2ccccc2Cl)c(C)c1NC(=O)NC12CC3CC(CC(C3)C1)C2 | 12 | ? | 2% | 1% | ? | ? | 2
Fc1ccc(COc2ccccc2CNCc2ccncc2)cc1 | -11 | ? | 1% | -3% | ? | ? | -2
CCOC(=O)c1sc(NC(=O)c2ccc(S(=O)(=O)N(C)C)cc2)nc1C | 27 | -2% | 3% | 4% | · | ? | -3

(more compounds)
SMILES	Shiga inhibitor	HCV inhibitor	Tb PYK inh	LmPK inh	Pf growth 96h	Pf growth 48h	Cycloheximide cs
Cc1ccccc1NC(=O)COC(=O)CCSc1ccccc1	-3	18%	1%	2%	37%[activator]	-1%	6
COC(CN1CCc2c(C)nc3c(C#N)cnn3c21)OC	-3	-3%	-1%	1%	-3%	-2%	-1
CC(=O)c1ccc(NC(=O)c2ccc3c(=O)n4c(nc3c2)CCCCC4)cc1	16	?	0%	-10%	18%	?	7
COc1cc2c(C#N)c(N3CCN(c4ccccc4OC)CC3)nc(N)c2c(N)n1	17	?	-8%	2%	8.3µM*	2.1µM*	25
O=C1CC(N2CCc3ccccc32)C(=O)N1c1ccccc1 (configuration not stated)	73*	-8%	-6%	-2%	22%	8%	33
CCn1c(P(C)(=O)O)nc2cc(NC(=O)c3ccccc3Cl)ccc21	8	25%	2%	0%	1%	4%	-5
COc1cc(/C=C2\SC(=O)N(CCNC(=O)c3sc4cc(F)ccc4c3Cl)C2=O)cc(OC)c1OC	12	?	-7%	5%	?	?	0
COc1ccc(NC(=O)C2C(c3ccccc3)C2(Cl)Cl)c(OC)c1 (configuration not stated)	-13	?	-6%	0%	-29%	0%	-3
O=C(COC(=O)Cc1ccccc1[N+](=O)[O-])NCc1ccc(Cl)cc1	9	7%	-10%	1%	16%	-1%	-3
O=C(Nc1nccs1)c1ccc(Br)c(S(=O)(=O)N2CCCC2)c1	28	-12%	1%	8%	81%[activator]	-26%	23
CCOC(=O)NNC1CC(=O)N(c2ccc(OC)cc2)C1=O (configuration not stated)	-11	15%	0%	-10%	-2%	2%	-1
S=C(Nc1ccccc1)Nc1ccc(Br)cc1	31	-25%	-1%	6%	-4%	?	15*
Cc1ccc(NC(=O)CSc2nnc(-c3cccnc3)n2CCN2CCCCC2)cc1	-8	20%	-1%	-1%	23%	16%	-2
CC(C)OCCCNC(=O)CCN1C(=O)COc2ccccc21	-11	10%	4%	-11%	15%	10%	0
O=C(Nc1ccccc1)c1cccnc1NCCc1ccccc1	12	?	0%	1%	?	-13%	8
CN1CCC(N(CCc2ccccc2)C(=O)CCC(=O)O)CC1	9	-2%	-7%	-4%	2%	75%[activator]	0
COc1ccc(C(=O)Nc2ccc(-c3nnn(CC(=O)NCc4ccco4)n3)cc2)cc1	-5	8%	1%	-7%	24%	2%	-3
COc1ccc(-c2cc(N3C(=O)Nc4ccccc4N3O)n[nH]2)cc1OC	19	38%[activator]	5%	1%	10%	12%	13*
CC(NC(=O)c1ccco1)C(=O)N1CCN(c2cccc(C(F)(F)F)c2)CC1 (configuration not stated)	·	8%	-13%	·	?	?	·
COc1ccc(C(=O)NCC(=O)OCc2ccccc2F)cc1	0	2%	-2%	1%	10%	9%	11
COC(=O)c1ccccc1NC(=O)c1cc[n+]([O-])cc1	-7	?	0%	6%	24%	22%	-3
O=C(CN1C(=O)NC2(CCc3ccccc3C2)C1=O)NCc1ccco1 (configuration not stated)	-16	10%	0%	-6%	39%[activator]	3%	2
CC(OC(=O)c1ccc(Cl)nc1)C(=O)NC1CCCC1 (configuration not stated)	·	8%	-7%	·	30%[activator]	0%	·
CCOCCCNC(=O)N[C@H](C(=O)OC)C(C)CC (some centres not stated)	4	-15%	0%	4%	?	?	0
N#Cc1ccc(C(=O)N(Cc2ccccc2)c2ccccc2)cc1	22	20%	-2%	-2%	4%	-23%	-5

(next part)
SMILES	Shiga inhibitor	HCV inhibitor	Tb PYK inh	LmPK inh	Pf growth 96h	Pf growth 48h	Cycloheximide cs
CC(c1ccco1)N(C(=O)c1cccc(S(=O)(=O)N(C)C)c1)c1ccccn1 (configuration not stated)	4	7%	3%	8%	-3%	19%	-3
Cc1c(C(=O)OCC(=O)N(CC(C)C)c2c(N)n(Cc3ccccc3)c(=O)[nH]c2=O)oc2ccccc12	·	-13%	-3%	·	?	?	·
CC(C)C(=O)N1CCN(c2c(Cl)cccc2[N+](=O)[O-])CC1	26	-1%	-5%	0%	?	36%[activator]	-1
CCn1nnnc1Oc1ccc(Cl)cc1	-6	-1%	-17%	-5%	·	19%	-2
COc1ccc(C2C(C(=O)Nc3ccccn3)=C(C)Nc3ncnn32)c(OC)c1 (configuration not stated)	10	7%	-1%	7%	-3%	1%	-4
CC[N+](C)(CC)CC(=O)OCC1C(C)C=C(C)CC1C (configuration not stated)	3	14%	-9%	-10%	?	?	-1
CCn1c(SCC(=O)c2ccc(OC)cc2)nnc1C(C)NC(=O)c1ccc(OC)cc1 (configuration not stated)	-5	-1%&-5%	-2%	3%	·	14%	1
CC(=O)NN1CCc2cc3ccc(C)cc3nc21	-4	14%	8%	0%	19%	-6%[0.00184 µM]	-2
O=S(=O)(c1ccccc1)c1cccc(S(=O)(=O)N2CCCCC2)c1	7	-11%	-3%	-2%	-10%	-19%	4
CC(C)(Sc1ccc(CCN(CCCCC2CCCCC2)C(=O)NC2CCCCC2)cc1)C(=O)O	·	-3%	-6%&0%	·	-9%	0%	·
COc1ccc(CNC(=O)C(=O)NCC2OCCN2S(=O)(=O)c2ccc3c(c2)OCCO3)cc1 (configuration not stated)	-10	-7%	6%	0%	-28%	-2%	-2
CN(Cc1ccccc1)C(=O)Cc1ccccc1	-3	6%	-9%	-4%	-23%	20%	-1
O=C(N/N=C/c1cccnc1)c1ccccc1	59*	11%	0%	2%	?	31%[activator]	25*
OCC1(Cc2ccccc2)CCN(Cc2ccc(C(F)(F)F)cc2)CC1	-8	?	-3%	3%	0%	?	-2
O=C(Cc1cc(=O)[nH]c(=O)[nH]1)NCC1CCCO1 (configuration not stated)	-8	6%	-3%	-2%	-18%	·	-10
Cc1cc(C)nc(SCC(=O)OCN2C(=O)c3ccccc3C2=O)n1	-28	26%	2%	-4%	-24%	1.9µM*	-2
O=C1OCCN1C(=O)[C@H]1[C@H](c2ccc(Cl)cc2)C(c2cccc(Cl)c2)=NN1c1ccccc1	-3&29	3%[8.37 µM]	3%	1%	?	?	3&2
Cc1oc(-c2ccc3ccccc3c2)nc1CN(C)C(C)c1ccncn1 (configuration not stated)	-3	-24%	-5%	16%	4%	34%[activator]	-2
CSc1nc2c(c(-c3ccc(O)cc3)c1C#N)CCC2	-9	?	3%	-4%	·	3%	-4
CC(C)n1c(O)c(N=Nc2ccc(Cl)c(C(=O)O)c2)c2ccccc21	-3	9%	5%	-2%	-16%	-3%	-4
